Assay outcomes (PubChem BioAssay)
S1P2 blocker – antagonists of human S1P2 receptor | hit rate 0.21% among 97,000 | O95136 | inhibition, % at 5 µM | cell-based S1P2 antagonist assay, inhibition at 5 uM; in the data active = inhibition above about 45%;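 also: CRE beta-lactamase reporter cells expressing human S1P2 stimulated with S1P; 0% = agonist at EC80 alone and 100% = agonist plus reference antagonist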
Target sequence (O95136 whole entry, looked up): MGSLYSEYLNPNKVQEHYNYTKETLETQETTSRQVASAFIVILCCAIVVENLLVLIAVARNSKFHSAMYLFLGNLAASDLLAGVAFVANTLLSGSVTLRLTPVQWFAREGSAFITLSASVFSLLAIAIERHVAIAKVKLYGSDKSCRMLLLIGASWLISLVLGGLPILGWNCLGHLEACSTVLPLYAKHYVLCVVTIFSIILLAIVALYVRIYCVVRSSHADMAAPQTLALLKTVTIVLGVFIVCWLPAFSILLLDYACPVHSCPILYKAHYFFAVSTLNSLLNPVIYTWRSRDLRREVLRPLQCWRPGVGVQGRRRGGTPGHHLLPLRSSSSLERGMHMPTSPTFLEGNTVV
S1P2 ag – S1P2 (human) receptor agonism; activation, % at 4.5 µM; O95136; hit rate 0.46% among 97,000; S1P2-expressing cell line, agonist reporter read-out; AID 729; in the data active = activation above about 16%;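 also: 0% = vehicle low control and 100% = maximal reference agonist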
PLK1 kinase inh – PLK1 (human) kinase inhibition. P53350. hit rate 0.53% among 97,000. inhibition, % at 10 µM. recombinant PLK1 kinase, TR-FRET peptide phosphorylation;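 active = inhibition of 50% or more in the single-concentration screen; inactive = inhibition below 50%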;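 also: 0% = DMSO max control and 100% = H-89 dihydrochloride min control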
Target sequence (P53350 whole entry, looked up): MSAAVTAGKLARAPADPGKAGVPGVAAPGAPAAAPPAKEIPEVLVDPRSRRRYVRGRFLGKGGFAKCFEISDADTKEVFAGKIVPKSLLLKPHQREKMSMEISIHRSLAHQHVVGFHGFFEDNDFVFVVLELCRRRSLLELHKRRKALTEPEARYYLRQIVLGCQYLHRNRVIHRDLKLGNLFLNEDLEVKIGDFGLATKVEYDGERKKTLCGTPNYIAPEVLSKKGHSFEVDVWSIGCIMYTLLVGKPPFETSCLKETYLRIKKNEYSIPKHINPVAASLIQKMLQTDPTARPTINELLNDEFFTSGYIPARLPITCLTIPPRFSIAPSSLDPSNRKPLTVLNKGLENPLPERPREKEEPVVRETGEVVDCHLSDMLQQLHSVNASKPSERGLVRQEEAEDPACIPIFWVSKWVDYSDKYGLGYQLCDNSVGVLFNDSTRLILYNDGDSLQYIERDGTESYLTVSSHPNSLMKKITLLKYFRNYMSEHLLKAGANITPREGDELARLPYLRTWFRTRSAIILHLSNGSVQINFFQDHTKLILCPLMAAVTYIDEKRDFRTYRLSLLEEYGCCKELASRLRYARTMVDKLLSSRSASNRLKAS
PLK1 PBD inh – blocks phosphopeptide binding to human Plk1 polo box domain; P53350; Plk1 PBD phosphopeptide binding, fluorescence polarization; inhibition, %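 (tested at about 20 µM)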; hit rate 0.13% among 97,000; AID 693; in the data active = inhibition above about 34%, passing the limit was not always enough
EphB4 ephrin blk – antagonists of human EphB4-ephrin-B2 interaction | hit rate 0.15% among 97,000 | inhibition, % at 7 µM | EphB4 LBD / TNYL-RAW-Alexa532 peptide, fluorescence polarization;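 active = inhibition above the screen-wide mean inhibition plus 3 SD, cut at about 15% in these data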;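 also: 0% = DMSO wells and 100% = excess unlabeled TNYL-RAW peptide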
MT1-MMP txn act – MT1-MMP promoter transcription activation; AID 750; activation factor at 10 µM; hit rate 0.16% among 86,000; HT1080 MT1-MMP promoter luciferase reporter, luminescence, overnight; hits give high values;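 active = activation factor of at least 2 for MT1-MMP transcription at 10 µM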
PLAP activator – activators of human placental alkaline phosphatase | purified PLAP enzyme, luminescent substrate read-out; hits give high values | activation fold at 20 µM | P05187 | hit rate 1.2% among 96,000; in the data active = activation fold above about 2
Rev-RRE block – disrupts HIV-1 Rev binding to RRE RNA | inhibition, % at 8 µM | P05866 | Rev peptide-RRE RNA binding, FRET | hit rate 0.79% among 97,000;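 active = inhibition above the screen-wide mean plus 3 SD, cut at about 35% in these data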;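 also: 0% = median DMSO wells and 100% = median Neomycin B control wells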
Target sequence (P05866 whole entry, looked up): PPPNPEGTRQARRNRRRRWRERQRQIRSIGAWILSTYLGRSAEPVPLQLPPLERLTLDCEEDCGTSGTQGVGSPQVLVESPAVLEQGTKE
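System: Cy5-labelled duplex RRE RNA binding fluorescein-labelled HIV Rev peptide; Signal: fluorescein-to-Cy5 FRET, 480 nm excitation; Also added: labelled Rev peptide; Compound: one concentration, 8 µM nominal; Buffer or medium: HEPES pH 7.5 salt buffer with EDTA; Read-out: % inhibition of FRET ratio versus controls; Schedule: 5 min preincubation and 15 min binding, 25 °C.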
FAK inh – blocks human focal adhesion kinase activity | Q05397 | biochemical FAK kinase activity assay | inhibition, %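 (tested at 7 µM)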 | hit rate 0.84% among 97,000 | AID 727; in the data active = inhibition above about 19%;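 also: 0% = DMSO and 100% = reference compound high control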
* hit, by the source's call; . = no result given.

S1P2 blocker,Rev-RRE block,EphB4 ephrin blk,S1P2 ag,PLAP activator,PLK1 kinase inh,FAK inh,MT1-MMP txn act,PLK1 PBD inh,SMILES
4.7,2.7,12.1,-3.5,1.1,3.5,-1.8,1,-13.2,O=C(NCCCN1CCCC1=O)NC1CCCCC1
12.1,1.8,2.9,-5.9,0.8,-12.9,-0.3,1.2,-5.4,O=C(CC1Oc2ccccc2NC1=O)NCCCN1CCN(Cc2ccccc2)CC1 (stereo unspecified)
1.6,2.5,6.5,-7.5,2.1*,-5.8,4.5,1.2,4.8,Cc1ccccc1C(OCC(O)CN1CCCCC1CCO)c1ccccc1 (stereo unspecified)
-12.6,10.1,4.5,-5.3,1.7,-29.1,2.0,1.5,-23.4,c1ccc(-c2ccc(-c3cnc4n3CCCCC4)cc2)cc1
-2.5,-0.8,-7.5,-2.5,1.1,-9.6,5.2,1.2,3.3,CCCCCSc1nnc(-c2cc(Br)ccc2N)c(=O)[nH]1
-4.3,1.7,8.7,-6.3,.,-7.8,-1.9,1.1,-2.6,CCOc1ccc(C(=O)NC2CCN(C(=O)N3CCCC3)CC2)cc1
6.7,13.6,2.9,-2.6,1.1,-16.9,2.5,.,-15.4,O=c1oc2ccccc2cc1-c1nc2ccccc2o1
-23.2,-1.0,-2.5,7.6,.,-13.3,18.1,0.9,-3.4,CN(C)c1ccc(NC(=O)c2cc3c(=O)n4ccccc4nc3n2C)cc1
-17.4,2.0,10.6,-7.5,1,8.7,12.4,0.9,-9.5,Cc1[nH]nc2c1C(c1ccccc1)C1=C(CC(C)(C)CC1=O)N2 (stereo unspecified)
1.4,1.4,4.7,-0.2,0.8,-9.8,0.1,1,-19.0,COc1ccc(OC)c(S(=O)(=O)N2CCc3ccccc32)c1
9.8,4.2,12.9,-12.9,0.9,-13.5,2.5,.,1.9,O=C(NCC1CCCO1)c1cc(C(=O)C2CC2)c[nH]1 (stereo unspecified)
-11.3,1.9,2.8,-1.7,1.5,-16.0,4.0,1.2,-20.0,Cc1ccc2c(c1)c1c(n2CC(O)Cn2c(C)nc3ccccc32)/C(=N\O)CCC1 (stereo unspecified)
4.8,2.5,3.9,-2.6,1.6,-8.8,6.7,1.2,-13.6,COCCn1c(SCc2ccc(C(=O)OC)o2)nc2cc(Cl)ccc2c1=O
-6.1,-1.5,-2.5,-6.8,0.8,-3.2,-5.5,1.5,13.7,CC(C)C(=O)Nc1ccc(NC(=O)c2cccc(F)c2)cn1
15.3,2.0,-2.4,-5.1,.,-7.4,-1.4,1.3,-0.4,O=C(/C=C/c1c(Cl)cccc1Cl)n1cccn1
-0.2,4.5,4.2,-1.9,1.1,-7.6,-1.3,1.1,1.0,CCN(CC)C(=O)C1CC(=O)OC1(C)C (stereo unspecified)
12.9,9.0,1.8,-8.1,1.1,2.5,3.6,1,-7.9,CCCNC(=O)CCNC(=O)c1ccc(C(C)(C)C)cc1
-10.3,0.1,0.5,-6.0,1,-5.5,4.5,1.5,8.2,O=C1OC(c2ccccc2)=C/C1=C/N1CCCCC1
13.7,9.0,6.8,-1.8,1,-6.2,7.2,1,-1.7,CC#CCN(CC#CC)S(=O)(=O)c1ccc(-n2cnnn2)c(OC)c1
-3.4,5.0,-4.1,-2.9,1,-7.5,4.8,.,-32.5,COc1ccc(C(=O)N2CCN(c3ncnc4c(-c5ccccc5)nsc34)CC2)cc1

The listing continues.
S1P2 blocker,Rev-RRE block,EphB4 ephrin blk,S1P2 ag,PLAP activator,PLK1 kinase inh,FAK inh,MT1-MMP txn act,PLK1 PBD inh,SMILES
-5.9,-0.9,-4.4,-1.0,1.7,25.0,0.8,1.1,-5.3,CC1CCN(CC(O)COCCC23CC4CC(CC(C4)C2)C3)CC1 (stereo unspecified)
10.6,-0.8,-4.1,-3.3,1.1,5.6,-2.9,1.1,-3.3,CN(C)c1ccc(C2C3C(=O)N(c4ccc(C(=O)O)cc4)C(=O)C3ON2c2ccccc2)cc1 (stereo unspecified)
-7.5,1.3,-3.1,0.5,1.4,-4.7,3.2,1.1,21.1,CCOC(=O)C1=C(C)OC(N)=C(C(=O)OCC)C1c1cccnc1 (stereo unspecified)
-10.7,-0.2,-7.0,-3.5,1.7,-12.4,-1.3,1.1,4.9,CCOC(=O)N1CCN(CCC(=O)c2ccc(Cl)cc2)CC1
-18.2,0.2,-2.7,-2.3,1.1,-7.2,1.9,1,9.6,CCCC(=O)Nc1ccccc1NC(=O)c1cc(OC)c(OC)c(OC)c1
-44.4,4.0,-7.8,0.1,1.3,-12.7,0.3,.,-2.5,COc1ccc(C2(CNC(=O)/C=C/c3ccco3)CCCC2)cc1OC
-0.9,4.1,4.4,-4.3,0.9,-5.2,1.2,.,11.3,CCOC(=O)CSc1nc(C)cc(C)c1C#N
12.2,7.4,3.8,-7.1,1.3,-1.7,-0.3,1.1,-6.0,CC(=O)N1CCc2cc(S(=O)(=O)Nc3ccccc3N3CCN(C)CC3)ccc21
2.8,6.7,5.1,-4.6,1.2,4.5,2.0,1.1,21.8,COc1cc(OC)c(N2CC34C=CC(O3)C(C(=O)O)C4C2=O)cc1Cl (stereo unspecified)
5.4,-1.1,-3.5,-3.4,1.3,8.3,-8.2,0.9,-0.8,COCC(N)(c1ccccc1)c1nc2ccccc2n1C (stereo unspecified)
-10.7,-0.1,-0.8,-0.8,.,-11.8,-0.1,1,-5.5,Cc1cc(C)nc(Nc2n[nH]c(Cc3ccccc3)n2)n1
-3.7,3.6,-4.7,-5.8,0.9,-0.8,-1.6,1.1,-25.8,CC(C)(CN1CCCCC1)NS(=O)(=O)c1ccc(Cl)cc1
18.6,8.0,1.5,-6.0,0.9,-7.3,0.6,1,0.2,CCOC(=O)c1[nH]c(C)c(C(=O)NC)c1C
0.9,10.0,6.4,-1.4,0.9,-5.1,0.0,1.7,-5.8,O=C(c1cc2ccccc2oc1=O)N1CCN(c2ncccn2)CC1
-21.4,-0.1,0.4,-10.2,.,-32.3,-14.5,1.1,-27.4,COc1ccccc1C(=O)Nc1nc2ccc(S(C)(=O)=O)cc2s1
-0.6,-2.0,-9.3,-3.9,1.1,-9.4,2.6,1.4,-3.1,Cc1ccc(N2C(N)=C(C#N)C(c3cccnc3)C3=C2CCCC3=O)cc1 (stereo unspecified)
1.8,4.0,2.0,1.2,1,-6.6,-1.3,.,-20.7,Cc1ccc(-n2cnc(=O)c3cccnc32)cc1
-34.8,3.3,0.6,-5.5,1.4,-12.1,0.0,1.2,-14.3,COCc1cc(C)nc(Nc2ccccc2C)c1C#N
8.4,4.4,1.2,-5.2,1.1,-2.7,-7.6,.,-12.0,CC(c1ccc(F)cc1)n1c(-c2ccc3ccccc3n2)n[nH]c1=S (stereo unspecified)
16.7,7.0,2.7,-7.8,1.2,-0.4,1.6,0.9,2.2,CN1c2ccccc2-c2nc3ccccc3n2C1c1ccccn1 (stereo unspecified)

(cont.)
S1P2 blocker,Rev-RRE block,EphB4 ephrin blk,S1P2 ag,PLAP activator,PLK1 kinase inh,FAK inh,MT1-MMP txn act,PLK1 PBD inh,SMILES
5.6,-3.5,5.9,-5.2,1.1,-4.6,-24.9,.,-2.0,COc1cccc(-c2cc3c(=O)n(-c4ccccc4)c(=S)[nH]c3s2)c1
8.1,10.4,3.4,-2.3,.,-9.4,-1.4,1.1,5.0,CCC(C)C(NC(=O)C1CCC(C)CC1)C(=O)NCc1cccnc1 (stereo unspecified)
-9.7,2.7,-2.0,-0.1,.,-6.1,2.0,1.2,0.2,Nc1nonc1-c1noc(-c2ccccc2)n1
-3.3,3.2,6.8,-3.0,1,-7.5,-1.2,1.1,14.5,O=C1c2ccccc2C(=O)N1OCc1ccccc1
21.8,12.8,2.8,-4.3,0.9,-17.2,-0.9,1,-18.0,Cc1cccc(NC(=O)c2cc3n(n2)C(C(F)(F)F)CC(c2ccc4c(c2)OCO4)N3)c1 (stereo unspecified)
-9.4,6.7,7.2,-4.3,0.9,-1.2,0.1,1.1,3.0,CCN1C(=O)/C(=C/N(C)C)c2ccccc21
-4.1,-0.2,-4.5,-2.7,0.9,-30.4,-1.0,.,15.3,COC(=O)c1sccc1NC(=O)c1cc(-c2cccc(C)c2)nc2ccccc12
0.9,14.9,-4.7,-2.6,0.9,-3.3,2.5,0.9,19.6,COc1ccc(Nc2oc(COc3ccc(Cl)cc3)nc2C#N)cc1
0.3,1.9,-4.1,-1.6,1,-13.5,-0.2,.,-5.5,CCOC(=O)C(CSCc1ccccc1)NC(=O)OC(C)(C)C (stereo unspecified)
3.8,30.3,9.8,6.9,1.3,-7.4,55.9*,1.4,-6.3,CC(C)(C)N1C(=O)Cc2c1nc(N)c1c(N)nc(N3CCCCC3CO)c(C#N)c21 (stereo unspecified)
19.0,7.9,0.0,-4.8,1.4,-16.9,-0.4,.,-11.1,Cc1nn(C)c(Oc2ccccc2)c1CCNS(=O)(=O)c1ccccc1
-7.4,0.8,-6.9,-4.9,0.7,-4.4,2.4,.,-6.6,CCCCC(=O)Nc1cccc(NC(=O)c2ccccc2Br)c1
0.2,-0.2,-0.3,-0.9,1.5,-11.0,-0.3,1.1,-5.2,CN1CCN(C(=O)c2ccc(N(Cc3ccccc3Cl)S(C)(=O)=O)cc2)CC1
30.8,-4.5,-4.5,-5.7,1.3,-11.6,-6.8,1.2,-23.0,O=C(c1ccc(=O)oc1)N1CCN(C(c2ccccc2)c2ccccc2)CC1
-1.6,7.3,3.2,-4.5,0.8,0.8,-0.3,1.1,4.3,O=C(Nc1ccc(N2CCN(C(=O)c3cccs3)CC2)c(Cl)c1)c1ccco1
7.7,9.8,-1.4,-7.5,1.1,-10.0,-2.0,.,19.3,Cc1ccc(-c2cc(C(=O)NN=C3CCCC3)c3ccccc3n2)cc1
6.0,0.4,-2.2,-5.0,1,-4.8,0.5,1.2,14.7,CSc1ccc(NC(=O)N2CC(C)OC(C)C2)cc1 (stereo unspecified)
8.8,4.9,0.6,-1.6,0.9,-10.3,0.6,1,2.2,CCCCN1CC(C(=O)NCc2ccc(C)cc2)CC1=O (stereo unspecified)
26.2,0.9,-0.2,-7.9,1,-17.6,2.6,1.1,-9.3,CCc1nnc(NC(=O)C2CCN(C(=O)NC3CCCCC3)CC2)s1
13.5,7.2,1.2,-3.4,1,-7.9,-2.7,1.1,-3.0,COc1ccc(CCNC(=O)NC2CCCCC2)cc1OC

A draw from above in order of count of non-hydrogen atoms, largest number first.
S1P2 blocker,Rev-RRE block,EphB4 ephrin blk,S1P2 ag,PLAP activator,PLK1 kinase inh,FAK inh,MT1-MMP txn act,PLK1 PBD inh,SMILES
-7.4,0.8,-6.9,-4.9,0.7,-4.4,2.4,.,-6.6,CCCCC(=O)Nc1cccc(NC(=O)c2ccccc2Br)c1
-3.7,3.6,-4.7,-5.8,0.9,-0.8,-1.6,1.1,-25.8,CC(C)(CN1CCCCC1)NS(=O)(=O)c1ccc(Cl)cc1
6.7,13.6,2.9,-2.6,1.1,-16.9,2.5,.,-15.4,O=c1oc2ccccc2cc1-c1nc2ccccc2o1
9.8,4.2,12.9,-12.9,0.9,-13.5,2.5,.,1.9,O=C(NCC1CCCO1)c1cc(C(=O)C2CC2)c[nH]1 (stereo unspecified)
-9.7,2.7,-2.0,-0.1,.,-6.1,2.0,1.2,0.2,Nc1nonc1-c1noc(-c2ccccc2)n1

Going on with the list:
S1P2 blocker,Rev-RRE block,EphB4 ephrin blk,S1P2 ag,PLAP activator,PLK1 kinase inh,FAK inh,MT1-MMP txn act,PLK1 PBD inh,SMILES
-8.8,-0.9,-4.4,-4.6,1.3,-6.8,0.0,.,-22.5,O=C(NNc1ncc(C(F)(F)F)cc1Cl)c1c(Cl)cccc1Cl
-20.6,3.3,-4.2,-2.6,0.9,-8.8,-1.3,1.2,-10.3,O=C(O)C=C1C2CC3CC(C2)CC1C3
5.8,9.3,0.2,-13.1,1,-7.2,-1.4,1.2,8.4,O=C(Nc1ccc(Cl)c(Cl)c1)OCCNC(=O)c1cccc(Cl)c1
-7.3,6.6,4.6,-4.0,1,-2.9,-1.3,.,-31.5,COc1ccc(CCc2nc(C)ccc2O)cc1
